# CHO-K1 Ca antag: nonselective inhibitor or artifact in parental CHO-K1 cells | inhibition, % at 3 µM | 360,000 tested, 0.6% active | ATP-induced calcium, Fluo-8 fluorescence | AID 602250;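 active = inhibition above a per-plate cutoff, the plate's mean sample inhibition plus 3 SD, cut at about 24% in these data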;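 also: 0% = DMSO plus EC80 ATP and 100% = DMSO alone without ATP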
# V1R ag counter: V1a receptor agonism, counter-screen for OXTR agonists | P37288 | CHO-V1R cells, Fluo-8 calcium fluorescence, agonist mode; 0% DMSO, 100% 3 nM vasopressin | activation, % at 3 µM | 320,000 tested, 0.25% active | AID 2797;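 active = activation above the mean activation of all tested compounds plus 3 SD, per screening run, cut at about 20% in these data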;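 also: signal is peak over basal fluorescence ratio across a 100 second FLIPR read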
# CHO parental Ca: counter-screen for OX1R antagonists: effect in parental CHO cells | inhibition, % at 5.6 µM | parental CHO-K1, ATP-induced calcium, Fluo-8 fluorescence | 330,000 tested, 0.63% active;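 active = inhibition above that plate's mean sample inhibition plus 3 SD, cut at about 26% in these data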;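 also: 0% = ATP-challenged DMSO wells and 100% = DMSO wells without ATP; some compounds past the cut are filed as inactive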
#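 Material: Parental CHO cells | Reagent: ATP | Compound dosing: Single nominal dose of 5.6 µM per compound | Detection: Intracellular calcium via Fluo-8 no-wash fluorescent dye | Read-out: % inhibition of ATP-induced calcium mobilization | Benchmarks: Low control ATP plus DMSO, high control DMSO only | Replicates: Singlicate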
# TAAR1 agonist: agonists of human TAAR1. CHO RD-HGA16 TAAR1, Fluo-8 calcium fluorescence; vehicle wells 0%, saturating PEA agonist 100%. 360,000 tested, 0.99% active. Q96RJ0. activation, % at 3 µM;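 active = activation above the mean activation of all test compounds in the run plus 3 SD, cut at about 38% in these data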
# Target sequence (Q96RJ0 whole entry, looked up): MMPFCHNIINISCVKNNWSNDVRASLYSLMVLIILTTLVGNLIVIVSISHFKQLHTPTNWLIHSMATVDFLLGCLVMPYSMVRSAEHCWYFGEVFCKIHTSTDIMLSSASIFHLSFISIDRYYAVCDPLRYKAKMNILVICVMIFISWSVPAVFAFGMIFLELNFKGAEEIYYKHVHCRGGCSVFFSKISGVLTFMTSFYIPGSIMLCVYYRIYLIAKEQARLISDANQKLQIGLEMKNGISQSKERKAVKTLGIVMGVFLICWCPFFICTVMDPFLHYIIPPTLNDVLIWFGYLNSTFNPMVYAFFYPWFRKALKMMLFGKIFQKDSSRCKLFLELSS
#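 Repeats: no replicates (n 1) | Material: CHO-derived RD-HGA16 cells with stable Gα16 and human TAAR1 | Technique: Kinetic Fluo-8 calcium fluorescence | Schedule: 17-24 h seeding, 75 min 37 °C dye, 30 min RT | Evaluation: % activation from peak over basal fluorescence ratio, DMSO-to-PEA scaled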
# TAAR1 antag: human TAAR1 antagonism. inhibition, % at 3 µM. CHO RD-HGA16 TAAR1, Fluo-8 calcium fluorescence, antagonist. 360,000 tested, 1.5% active;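 active = inhibition above a per-plate cutoff, the mean inhibition of test compounds on that plate plus 3 SD, cut at about 49% in these data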;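 also: 0% = DMSO plus EC80 beta-PEA response and 100% = DMSO alone without agonist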
#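 Test system: RD-HGA16 CHO cells with stable hTAAR1 and Gα16 / Probe or stimulus: EC80 β-phenethylamine stimulus / Times: seeding 17-24 h prior, 75-min 37 °C, 30-min RT dye loading / Detection: Fluo-8 calcium-sensitive fluorescence / Read-out basis: % inhibition scaled between DMSO and EC80 PEA controls / Repeats: singlicate, one well per test compound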
# CHRM1 agonist: human M1 muscarinic receptor agonism | AID 588814 | CHO-K1 hM1, Fluo-8 calcium fluorescence, agonist mode; 0% DMSO, 100% acetylcholine EC100 | activation, % at 3 µM | 360,000 tested, 0.33% active | P11229;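 active = activation above the run's mean compound activation plus 3 SD, cut at about 16% in these data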;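 also: peak over basal fluorescence ratio within a 140 s kinetic read after compound addition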
# M1 PAM parental: M1 PAM counterscreen hit in parental CHO-K1 cells; 360,000 tested, 0.02% active; ATP EC20, Fluo-8 calcium fluorescence; 0% at ATP EC20, 100% at ATP max; activation, % at 3 µM;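 active = activation above the run cutoff, the mean activation of all test compounds plus 3 SD, cut at about 40% in these data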;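 also: peak over basal fluorescence ratio in a 140 s read after ATP addition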
# CHO-K1 Ca ag: nonselective activator or artifact in parental CHO-K1 cells. Fluo-8 calcium fluorescence; scaled to maximal ATP response, vehicle zero. activation, % at 3 µM. 360,000 tested, 0.48% active. AID 602248; in the data active = activation above about 15%;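 also: untransfected CHO-K1 host cells lacking M1 receptor as counterscreen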
# OXTR potentiator: potentiators of human oxytocin receptor. P30559. CHO-OTR cells, Fluo-8 calcium fluorescence, potentiator mode; 0% = oxytocin EC15, 100% = EC100. activation, % at 3 µM. 320,000 tested, 0.061% active. AID 2445;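 active = activation above that plate's cutoff, the mean activation of tested compounds plus 3 SD, cut at about 6.6% in these data, passing the limit was not always enough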;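 also: 100% uses oxytocin at 75 nM as the full agonist control; some results filed as inactive read as strong as hits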
# Target sequence (P30559 whole entry, looked up): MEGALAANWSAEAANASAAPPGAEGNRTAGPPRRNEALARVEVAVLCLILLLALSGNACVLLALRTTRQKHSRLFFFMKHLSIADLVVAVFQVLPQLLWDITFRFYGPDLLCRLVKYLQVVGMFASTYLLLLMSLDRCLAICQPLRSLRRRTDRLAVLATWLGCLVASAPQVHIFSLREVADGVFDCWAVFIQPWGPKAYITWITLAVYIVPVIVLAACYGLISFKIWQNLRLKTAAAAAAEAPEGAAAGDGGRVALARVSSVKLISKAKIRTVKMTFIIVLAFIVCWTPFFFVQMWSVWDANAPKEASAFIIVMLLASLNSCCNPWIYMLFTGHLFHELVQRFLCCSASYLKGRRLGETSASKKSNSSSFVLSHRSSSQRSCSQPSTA
#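 Replication – single well per compound, singlicate · Assay system – CHO cell line stably expressing human OTR · Timing – 6 min pre-incubation, 100 s read · Measure – normalized max/min fluorescence ratio, % activation · Doses – 3.0 µM, one dose · Detection – Fluo-8 calcium dye fluorescence · Probe or stimulus – oxytocin near EC15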
# The depositor's hits bear a star; · = not tested or not shown.
nr	smiles	CHO-K1 Ca antag	V1R ag counter	CHO parental Ca	TAAR1 agonist	TAAR1 antag	CHRM1 agonist	M1 PAM parental	CHO-K1 Ca ag	OXTR potentiator
1	O=C(c1ccco1)N1CCN(CC(=O)N2c3ccccc3CCc3ccccc32)CC1	8	1.0	-13	3	-3	-2	-11	0.5	-8
2	COc1cccc(NC(=S)N(CCC(C)C)C2CCN(C(C)=O)CC2)c1	-4	0.1	0	0	8	-8	6	-0.1	-9
3	Cc1ccc2scc(CN3CCCC3)c2c1	-9	0.2	-15	23	-3	-7	6	0.1	-4
4	O=C(NCCOc1ccccc1)c1ccccc1	-8	0.1	-5	0	9	0	-1	0.0	1
5	COc1cc(/C=N/N=C2/NC(=O)C(c3ccccc3)S2)ccc1O (configuration not stated)	-1	0.1	-8	1	-4	-3	26	8.9	-5
6	Nc1nonc1-n1nnc(C(=O)N/N=C/c2ccoc2)c1-c1ccccc1	-10	3.4	-6	85*	8	16*	12	5.7	-10
7	COc1cccc(CNC(=O)C2CCN(S(=O)(=O)N3CCCC3)CC2)c1	-12	0.0	-3	7	-13	-5	-2	1.2	1
8	CCN(CC)c1ccc(NC(=O)COC(=O)C2CCN(c3ccc(C(F)(F)F)cn3)CC2)cc1	7	·	·	1	-12	-4	16	0.7	·
9	Cc1ccc(NC(=O)CCC(=O)NNC(=O)c2cccc([N+](=O)[O-])c2)cc1C	-15	0.4	-10	16	19	-2	10	-0.1	-3
10	CCSc1nnc(NC(=O)CSc2nc3c(cc2C#N)CCCC3)s1	0	-0.5	-20	3	-9	-3	1	1.3	-5
11	Cc1sc2ncnc(N(C)CCc3ccccn3)c2c1C	-9	-0.2	-9	0	-17	-3	3	1.3	-12
12	CC(Nc1cc(N2CCNCC2)ccc1[N+](=O)[O-])c1ccccc1 (configuration not stated)	-9	3.6	-16	6	-4	-14	13	0.9	-1
13	O=S(=O)(NC1CCCCC1Nc1ccccc1)c1ccccc1 (configuration not stated)	-10	-0.7	-18	1	-11	-7	14	1.3	-4
14	O=C(NC1CCCCCCC1)c1ccc(F)cc1	-18	-1.0	-17	-3	-10	-8	16	-0.5	2
15	CCCCSc1nnc(C)c(=O)[nH]1	-37	0.0	-2	4	1	2	23	1.1	-7
16	O=C1c2ccccc2C(=O)C12OC2c1cccc2ccccc12 (configuration not stated)	-3	-0.3	-8	4	5	-5	7	0.3	-11
17	COc1ccc(CCNC(=O)c2ccc(NC3=NC4CS(=O)(=O)CC4S3)cc2)cc1OC (configuration not stated)	5	0.7	-10	1	-3	1	9	-0.1	-2
18	COc1cccc(C(=O)Oc2cc3c4c(c2)C(C)=CC(C)(C)N4C(=O)C3=O)c1	-19	-1.5	16	-2	24	-7	8	0.3	-8
19	COP(=O)(OC)C(Nc1ccc(Cl)cc1)c1ccccc1 (configuration not stated)	-2	-0.5	-14	1	-24	-4	21	0.8	-17
20	COc1ccc(/C=N/NC(=S)Nc2c(C)n(C)n(-c3ccccc3)c2=O)cc1OC	-8	1.3	-16	5	2	-1	17	0.4	1
21	CSc1ccccc1NC(=O)c1ccccc1N(Cc1ccccc1)S(C)(=O)=O	-9	0.0	-18	·	·	-6	10	1.1	0
22	CCCCc1nc2cc(C(=O)N3CCCCC3CCNC(C)=O)ccc2o1 (configuration not stated)	-11	0.2	-12	4	-9	-3	16	0.0	-1
23	CC(=O)c1cnc2c(-c3ccccc3)cnn2c1C	-11	0.4	-11	2	6	0	9	1.8	-12
24	Cc1nc2ccccc2c(-c2ccccc2)c1C(=O)c1ccccc1	-14	0.6	-22	19	12	-5	22	1.3	-7
25	S=c1[nH]c2ncccc2o1	-2	1.4	3	5	-9	-4	20	0.7	-3
26	CSc1ncccc1C(=O)Nc1ccncc1	-5	6.4	-6	4	-18	0	24	4.8	-7
27	Cc1noc(C)c1S(=O)(=O)N(C)C[C@H]1Oc2ccc(NC(=O)Cc3ccccc3)cc2C(=O)N([C@H](C)CO)C[C@@H]1C	-18	0.9	-16	13	6	-7	7	0.5	-1
28	Nc1ncnc(Nc2cc(C(F)(F)F)cc(C(F)(F)F)c2)n1	-9	-1.1	4	-3	-19	-6	6	0.2	-6
29	O=C(O)c1ccc(N2C(=O)CC(Cc3ccccc3)C2=O)cc1 (configuration not stated)	-1	-0.5	8	5	8	-2	13	0.3	-2
30	CN1CCN(CC(=O)Nc2c(C(=O)C3CC3)oc3ccccc23)CC1	-10	-0.1	-3	1	1	-7	0	0.5	5
31	COc1cc(NC(=O)COc2cc(O)c3c(c2)OC(C)(C)CC3=O)cc(OC)c1	-9	2.8	-5	2	22	-3	5	3.9	-6
32	O=C(N/N=C/c1ccc(O)c(O)c1O)/C(=C/c1ccc([N+](=O)[O-])cc1)NC(=O)c1ccccc1	-1	-0.9	-9	5	3	-4	4	-0.2	-7

# Record cards (already shown):
# COc1cc(NC(=O)COc2cc(O)c3c(c2)OC(C)(C)CC3=O)cc(OC)c1 reads CHO-K1 Ca antag = -9; V1R ag counter = 2.8; CHO parental Ca = -5; TAAR1 agonist = 2; TAAR1 antag = 22; CHRM1 agonist = -3; M1 PAM parental = 5; CHO-K1 Ca ag = 3.9; OXTR potentiator = -6
# CSc1ncccc1C(=O)Nc1ccncc1 reads CHO-K1 Ca antag = -5; V1R ag counter = 6.4; CHO parental Ca = -6; TAAR1 agonist = 4; TAAR1 antag = -18; CHRM1 agonist = 0; M1 PAM parental = 24; CHO-K1 Ca ag = 4.8; OXTR potentiator = -7
# O=C(O)c1ccc(N2C(=O)CC(Cc3ccccc3)C2=O)cc1 (configuration not stated) reads CHO-K1 Ca antag = -1; V1R ag counter = -0.5; CHO parental Ca = 8; TAAR1 agonist = 5; TAAR1 antag = 8; CHRM1 agonist = -2; M1 PAM parental = 13; CHO-K1 Ca ag = 0.3; OXTR potentiator = -2

# Going on with the list.
nr	smiles	CHO-K1 Ca antag	V1R ag counter	CHO parental Ca	TAAR1 agonist	TAAR1 antag	CHRM1 agonist	M1 PAM parental	CHO-K1 Ca ag	OXTR potentiator
33	C/C(=N\O)C(C)(C)Nc1ccc(Br)cc1	-9	-0.8	-9	-2	9	-6	20	-0.1	0
34	O=C(C1CCN(C2CCN(C/C=C/c3ccccc3)CC2)CC1)N1CCOCC1	-14	-0.1	-7	6	-13	-7	0	0.4	-3
35	CCOC(=O)C1=NOC(COc2ccccc2C=O)C1 (configuration not stated)	3	1.1	-14	8	17	-5	5	3.2	-7
36	CCOC(=O)c1cc(-c2cccc(O)c2)oc1C	-9	·	·	-2	7	·	9	1.4	·
37	Cc1ccc(N2CC(C(=O)OCC(=O)C(C)(C)C)CC2=O)cc1 (configuration not stated)	-1	0.3	-1	12	3	-5	9	0.9	1
38	CC1C(=O)C(C)C(c2ccc([N+](=O)[O-])cc2)NC1c1ccc([N+](=O)[O-])cc1 (configuration not stated)	-4	-0.6	-14	-1	5	-5	-8	0.1	-9
39	CCCSCCCNC(=O)Cn1c(=O)c2cccn2c2ccccc21	-8	0.8	-10	4	1	-7	17	2.6	-10
40	O=C(c1cccc(OC2CCN(Cc3ccc(F)cc3Cl)CC2)c1)N1CCCC1	-5	2.2	-13	2	-15	-4	15	5.7	-5

# CHRM1 agonist, what is marked active above
cpd | mol | CHRM1 agonist
6 | Nc1nonc1-n1nnc(C(=O)N/N=C/c2ccoc2)c1-c1ccccc1 | 16*

# By substructure, the entries above with an NH in an aromatic ring
nr	smiles	CHO-K1 Ca antag	V1R ag counter	CHO parental Ca	TAAR1 agonist	TAAR1 antag	CHRM1 agonist	M1 PAM parental	CHO-K1 Ca ag	OXTR potentiator
15	CCCCSc1nnc(C)c(=O)[nH]1	-37	0.0	-2	4	1	2	23	1.1	-7
25	S=c1[nH]c2ncccc2o1	-2	1.4	3	5	-9	-4	20	0.7	-3

# (listing goes on)
nr	smiles	CHO-K1 Ca antag	V1R ag counter	CHO parental Ca	TAAR1 agonist	TAAR1 antag	CHRM1 agonist	M1 PAM parental	CHO-K1 Ca ag	OXTR potentiator
41	CCc1nnc(NC(=O)CSc2nnc(-c3ccco3)n2CCOC)s1	-3	0.7	-12	2	0	-3	14	0.7	-4
42	O=C(O)c1cccc(N2CCCC2=O)c1	-7	-0.1	-6	2	14	-4	13	0.5	3
43	c1ccc2c(c1)CSc1ccccc1N2	0	-1.4	-9	-3	-44	-8	4	-0.4	-3
44	CCOC(=O)N1CCN(C(=O)C(C)(C)Oc2ccc(Cl)cc2)CC1	-13	-0.8	-7	3	-25	-3	16	0.2	-10
45	COc1ccc(NC(=S)c2ccccc2)cc1	-5	-1.1	-5	1	3	-8	26	0.0	5
46	CCCN(CC(=O)Nc1ccccc1C)C(=O)c1nn(CC)c(=O)c2ccccc12	-11	0.1	-12	1	13	0	9	1.6	-7
47	Oc1ccc(Cl)cc1CNCC1CCCO1 (configuration not stated)	-10	1.3	3	2	3	-7	21	0.8	-2
48	O=C(NCc1cccs1)c1cnn2cccnc12	-6	0.3	-6	7	-5	-4	21	1.8	-9
49	CCN(CC)C(=O)[C@H]1C[C@H](CC(=O)NCCCn2ccnc2)C(=O)N2CCc3c([nH]c4cc(CCC(=O)N(C)C)ccc34)[C@]12C	-17	·	-7	0	4	-7	12	0.2	·
50	COc1cccc(C2=CC(c3ccc(OC)c(OC)c3OC)n3nnnc3N2)c1 (configuration not stated)	-8	-1.4	-13	2	10	-4	0	0.2	-16
51	COCCNC(=O)C(c1ccc(C)o1)N(C(=O)c1snc(C(N)=O)c1N)c1ccc(C)cc1 (configuration not stated)	-9	1.2	-27	12	2	1	20	14	-4

# Screens (PubChem)
